Compound activity as filed in PubChem BioAssay.
PLK1 PBD inh: blocks phosphopeptide binding to human PLK1 polo-box domain; P53350; Plk1 PBD binding of FITC phosphopeptide, fluorescence polarization; Potency, µM, for the others: max response, negative = inhibition, most hits filed as inhibitors; hit rate 2.8% among 360,000; AID 720504; also: potency is read from the fitted curve at half-maximal effect; series mostly up to about 57 µM; % is scaled to controls: 0 for no effect and ±100 for the full control effect; nearly all actives have a fitted effect of over 65% in size
WRN inhibitor: WRN helicase (human) inhibition. WRN helicase unwinding, fluorescent forked duplex, kinetic. Q14191. Potency, µM (top dose mostly 114 µM), inactives show top-dose activity change, negative = inhibition, most hits filed as inhibitors. hit rate 0.46% among 360,000; also: potency is read from the fitted curve at half-maximal effect; % is scaled to controls: 0 for no effect and ±100 for the full control effect; nearly all actives have a fitted effect of over 55% in size
Target sequence (Q14191 whole entry, looked up): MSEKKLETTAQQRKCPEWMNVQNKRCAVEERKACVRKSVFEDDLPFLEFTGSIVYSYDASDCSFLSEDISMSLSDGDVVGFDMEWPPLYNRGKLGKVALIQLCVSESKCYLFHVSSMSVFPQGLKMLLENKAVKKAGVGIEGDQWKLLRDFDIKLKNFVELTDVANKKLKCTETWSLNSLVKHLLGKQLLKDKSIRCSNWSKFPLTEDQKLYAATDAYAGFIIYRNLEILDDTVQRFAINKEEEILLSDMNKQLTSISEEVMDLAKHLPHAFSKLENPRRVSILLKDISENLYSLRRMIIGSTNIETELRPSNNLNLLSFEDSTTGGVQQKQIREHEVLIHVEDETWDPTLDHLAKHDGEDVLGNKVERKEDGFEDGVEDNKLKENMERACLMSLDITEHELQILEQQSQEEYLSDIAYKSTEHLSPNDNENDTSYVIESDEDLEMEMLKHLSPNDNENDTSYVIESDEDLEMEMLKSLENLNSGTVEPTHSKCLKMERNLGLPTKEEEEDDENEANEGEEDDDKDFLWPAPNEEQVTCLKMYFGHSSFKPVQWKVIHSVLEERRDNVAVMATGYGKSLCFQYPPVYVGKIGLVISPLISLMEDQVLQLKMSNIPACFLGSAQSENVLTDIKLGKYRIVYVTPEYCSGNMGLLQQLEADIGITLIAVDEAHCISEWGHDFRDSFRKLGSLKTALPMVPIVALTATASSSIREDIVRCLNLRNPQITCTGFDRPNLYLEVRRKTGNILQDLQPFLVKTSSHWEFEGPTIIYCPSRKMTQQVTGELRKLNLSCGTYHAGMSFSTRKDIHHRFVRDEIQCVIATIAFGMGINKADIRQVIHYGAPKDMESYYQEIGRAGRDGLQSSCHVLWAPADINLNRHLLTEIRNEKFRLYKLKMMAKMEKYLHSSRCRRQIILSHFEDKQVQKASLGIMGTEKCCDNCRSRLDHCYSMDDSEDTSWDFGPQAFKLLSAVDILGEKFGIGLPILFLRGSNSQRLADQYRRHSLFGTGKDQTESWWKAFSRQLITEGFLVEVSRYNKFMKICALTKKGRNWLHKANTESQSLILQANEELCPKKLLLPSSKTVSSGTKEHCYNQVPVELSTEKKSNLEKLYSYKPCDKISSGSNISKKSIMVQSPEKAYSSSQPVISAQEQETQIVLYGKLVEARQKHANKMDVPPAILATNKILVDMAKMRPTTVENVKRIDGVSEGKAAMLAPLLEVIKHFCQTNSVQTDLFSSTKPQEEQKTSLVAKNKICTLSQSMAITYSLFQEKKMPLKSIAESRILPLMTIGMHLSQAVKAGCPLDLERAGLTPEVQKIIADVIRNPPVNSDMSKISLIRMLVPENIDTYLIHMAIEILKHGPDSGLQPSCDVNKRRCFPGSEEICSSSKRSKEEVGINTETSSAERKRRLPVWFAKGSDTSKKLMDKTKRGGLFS
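Screening of the MLSMR collection measured strand separation of a quenched forked DNA duplex (100 nM) by 20 nM WRN with 2 mM ATP, all final. Compounds were preincubated with enzyme 15 min at room temperature.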
EPAC1 ag: activates human EPAC1 exchange factor; EPAC1 agonist qHTS, biochemical assay; response scale: 100% = response to 6.5 mM cAMP; Potency, µM (series often up to 154 µM), inactives show at the top dose activation, actives largely listed as activators; O95398; hit rate 0.073% among 360,000; AID 720707; also: potency is read from the fitted curve at half-maximal effect; nearly all actives have a fitted effect of over 60% in size
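Compounds were pinned as a concentration titration into mixtures of EPAC1 (100 nM), BODIPY-GDP-loaded Rap1B (250 nM) and GDP (50 uM). After 5 min at room temperature, fluorescence was followed for 30 min; activity was scaled to 6.5 mM cAMP.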
IL-2 act: activators of IL-2. AID 652025. IL-2 activation reporter assay, cell-based qHTS; stimulated with anti-CD3/CD4/CD28 beads; in transgenic mouse T cells. activation, % (series mostly up to about 46 µM). hit rate 0.065% among 360,000; in the data active = activation above about 50%; inconclusive = mostly about 30% to 49%; also: 0% is about no effect
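Quantitative HTS in unstimulated transgenic mouse T cells, with memory T cells as non-tolerant control and PMA/ionomycin as tolerance-bypass control. Compound pretreatment lasted 60 minutes before 18 h bead stimulation; EGFP/DsRed fluorescence read.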
FUS suppressor: FUS proteinopathy suppression in yeast | S. cerevisiae FUS-expressing, growth rescue, OD600, 24 h | Potency, µM (doses to about 76.6 µM), inactives show at the top dose growth rescue (activation), hits mostly activators | hit rate 0.24% among 390,000 | AID 1347120;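 also: potency is read from the fitted curve at half-maximal effect; plate controls were DMSO vehicle for no effect and reference control for full effect; nearly all actives have a fitted effect of over 55% in size; some results filed as inactive show a strong effect at the top dose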
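Yeast expressing FUS under galactose induction, OD 0.005 in 2% galactose medium; compounds in a dilution series, 24 h at 30C. Growth rescue by absorbance at 600 nm; CP55940 positive control, DMSO negative.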
PI5P4K alpha inh: inhibitors of human PI5P4K alpha; PI5P4Kalpha enzyme, ADP-Glo luminescence, 60 min; active compounds read low; AID 652105; hit rate 1.2% among 330,000; max response, %; P48426; active = max response of -50% or lower; inconclusive = between -30% and -50%; inactive = -30% or higher; also: value at the top dose of about 77 µM; % is scaled to controls: 0 for no effect and ±100 for the full control effect
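Single end-point luminescence (ADP-Glo) quantified ADP from PI5P4Kalpha turnover; ATP 5 microM final, 1 h at RT, 0.1% CHAPS and 0.28 mM EGTA in HEPES pH 7.4.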
aSyn yeast inh: rescues yeast growth from alpha-synuclein toxicity | Potency, µM (highest dose often 46.1 µM), for inactives: at the highest dose growth rescue (activation), hits mostly activators | Yeast expressing alpha-synuclein, growth rescue, BacTiter-Glo, 24 h | hit rate 0.14% among 370,000; also: potency is read from the fitted curve at half-maximal effect; % of control where 0% means no effect; nearly all actives have a fitted effect of over 65% in size
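Galactose-induced alpha-syn yeast (OD600=0.02, raffinose-pregrown) + pinned cpd, 24 hr, 30 deg C; growth by BacTiter-Glo luminescence. Growth restoration scores as activation.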
Abeta yeast res: compounds reversing amyloid beta toxicity in yeast. hit rate 0.063% among 410,000. Potency, µM (top dose mostly 46.1 µM), inactives show top-dose growth rescue, hits mostly activators. AID 1347071. yeast expressing A-beta42, growth rescue, OD600, 48 h; response scale: 0% DMSO, 100% iron-clioquinol control; also: potency is read from the fitted curve at half-maximal effect; nearly all actives have a fitted effect of over 55% in size
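Yeast growth medium received pinned compounds, then yeast cells expressing toxic A-beta were added; plates incubated at 30 C for 48 hr. Growth read as absorbance at 600 nm, normalized to DMSO and equimolar FeCl3 plus clioquinol controls.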
EPAC1 antag: antagonists of human EPAC1 | O95398 | hit rate 0.14% among 360,000 | EPAC1 GEF assay, Rap1b-BODIPY-GDP exchange fluorescence | Potency, µM (doses to about 115 µM), for the others: at the highest dose activity change, negative = inhibition, hits mostly inhibitors;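 also: potency is read from the fitted curve at half-maximal effect; plate controls were vehicle for no effect and positive control for full effect; nearly all actives have a fitted effect of over 50% in size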
The depositor's hits bear a star; u = inconclusive; x = no result given; & = joins results of further samples; [ ] = remark or other dose. Unless noted, calls follow the shape of the dose curve; as a rule, active = well fitted curve in the direction sought with a large enough effect; inconclusive = small, poorly fitted or top-dose-only effect, or another doubt; inactive = no such curve, though single readings can be large; an effect the other way counts as inactive or inconclusive.

1) O=C(COC(=O)CCC(=O)c1ccc(Cl)cc1)NCCc1ccccc1
2) Cc1noc2ncnc(Oc3ccccc3Cl)c12
3) CC(=O)c1c(C)nc(-c2ccc(Cl)cc2)nc1NC(=O)C(C)C
4) Cc1cc(=O)oc2cc(OCCSCCN3CCOCC3)ccc12
5) Cn1c(NNC(=O)/C=C/c2ccc3c(c2)OCO3)cc(=O)n(C)c1=O
6) COc1ccc(C)cc1NS(=O)(=O)c1ccc2c(c1)N(C)CCO2
assay / compound	1	2	3	4	5	6
FUS suppressor	-6%	-5%	-3%	22%	-2%	0%
EPAC1 antag	-7%	-9%	-3%	4%	18%	-30%
PI5P4K alpha inh	2	0	0	-6	4	5
EPAC1 ag	5%	3%	3%	6%	9%	3%
WRN inhibitor	-5%	-4%	-9%	-6%[57.1 µM]	18%	-7%
PLK1 PBD inh	-7%	-9%	0%	-12%	u	-1%
aSyn yeast inh	4%	6%	1%	3%	-7%	3%
IL-2 act	-0.6	0.9	1.9	-2.1	2.1	-4.3
Abeta yeast res	8%	16%	2%	0%	0%	20%

7) COc1ccc(OCCCC(=O)OCC(=O)Nc2ncc(Cl)cc2Cl)cc1
8) Cc1ccc(CSCC(=O)NCCCN2CCOCC2)cc1
9) CN(C)CCCOc1ccc(-c2cccc3nncn23)cn1
10) COc1ccc(Cn2c(C)nc([N+](=O)[O-])c2SCC(=O)O)cc1[N+](=O)[O-]
11) COc1cccc(C(=O)Nc2ccc(Cl)c(C(F)(F)F)c2)c1
12) CC(C)(C)OC(=O)NCCC(=O)Oc1ccc2ccc(=O)oc2c1
assay / compound	7	8	9	10	11	12
FUS suppressor	12%	-40%	-1%	5%	8%	x
EPAC1 antag	-4%	-25%	-6%	-9%	-23%	-8%
PI5P4K alpha inh	-10	-1	-10	0	9	-2
EPAC1 ag	8%	-10%	-9%	-2%	0%	-5%
WRN inhibitor	u	-2%	7%	-7%	-9%	-12%
PLK1 PBD inh	u	-14%	0%	-9%	-6%	-3%
aSyn yeast inh	4%	0%	-9%	-4%	-11%	8%
IL-2 act	0.8	1.4	0.6	0.5	-1.6	-0.5
Abeta yeast res	5%	-3%	-12%	-7%	-49%[inhibitor]	-12%

Rewritten in markdown: 11 of the compounds above
| # | structure | FUS suppressor | EPAC1 antag | PI5P4K alpha inh | EPAC1 ag | WRN inhibitor | PLK1 PBD inh | aSyn yeast inh | IL-2 act | Abeta yeast res |
| --- | --- | --- | --- | --- | --- | --- | --- | --- | --- | --- |
| 2 | Cc1noc2ncnc(Oc3ccccc3Cl)c12 | -5% | -9% | 0 | 3% | -4% | -9% | 6% | 0.9 | 16% |
| 3 | CC(=O)c1c(C)nc(-c2ccc(Cl)cc2)nc1NC(=O)C(C)C | -3% | -3% | 0 | 3% | -9% | 0% | 1% | 1.9 | 2% |
| 4 | Cc1cc(=O)oc2cc(OCCSCCN3CCOCC3)ccc12 | 22% | 4% | -6 | 6% | -6%[57.1 µM] | -12% | 3% | -2.1 | 0% |
| 5 | Cn1c(NNC(=O)/C=C/c2ccc3c(c2)OCO3)cc(=O)n(C)c1=O | -2% | 18% | 4 | 9% | 18% | u | -7% | 2.1 | 0% |
| 6 | COc1ccc(C)cc1NS(=O)(=O)c1ccc2c(c1)N(C)CCO2 | 0% | -30% | 5 | 3% | -7% | -1% | 3% | -4.3 | 20% |
| 7 | COc1ccc(OCCCC(=O)OCC(=O)Nc2ncc(Cl)cc2Cl)cc1 | 12% | -4% | -10 | 8% | u | u | 4% | 0.8 | 5% |
| 8 | Cc1ccc(CSCC(=O)NCCCN2CCOCC2)cc1 | -40% | -25% | -1 | -10% | -2% | -14% | 0% | 1.4 | -3% |
| 9 | CN(C)CCCOc1ccc(-c2cccc3nncn23)cn1 | -1% | -6% | -10 | -9% | 7% | 0% | -9% | 0.6 | -12% |
| 10 | COc1ccc(Cn2c(C)nc([N+](=O)[O-])c2SCC(=O)O)cc1[N+](=O)[O-] | 5% | -9% | 0 | -2% | -7% | -9% | -4% | 0.5 | -7% |
| 11 | COc1cccc(C(=O)Nc2ccc(Cl)c(C(F)(F)F)c2)c1 | 8% | -23% | 9 | 0% | -9% | -6% | -11% | -1.6 | -49%[inhibitor] |
| 12 | CC(C)(C)OC(=O)NCCC(=O)Oc1ccc2ccc(=O)oc2c1 | x | -8% | -2 | -5% | -12% | -3% | 8% | -0.5 | -12% |

New compounds follow
13) CCOc1ccc(NC(=O)CN2C(=O)/C(=C3\SC(=S)N(C4CCS(=O)(=O)C4)C3=O)c3ccccc32)cc1 (stereo not drawn)
14) CSc1ccc(NC(N)=S)cc1
15) CC(C)(C)c1ccc(S(=O)(=O)Nc2ccccn2)cc1
16) COc1ccccc1NC(=O)Cn1c(=O)oc2ccccc21
17) Cc1ccc(-n2ccc(=O)c(-c3ccnc(SCc4cccc(Cl)c4)n3)n2)cc1
18) CC(=O)c1cccc(N(C(=O)Cn2nnc3ccccc32)C(C(=O)NCC2CCCO2)c2ccc(N3CCOCC3)cc2)c1 (stereo not drawn)
assay / compound	13	14	15	16	17	18
FUS suppressor	14%	-33%	10%	8%	19%	14%
EPAC1 antag	37%[activator]	6%	22%	4%	-12%	2%
PI5P4K alpha inh	0	3	4	x	21	-1
EPAC1 ag	4%	4%	13%	0%	-21%	8%
WRN inhibitor	-10%	-1%	11%	-2%	-26%	-2%
PLK1 PBD inh	u	5%	-3%	-11%	-12%	-7%
aSyn yeast inh	7%	3%	-3%	-9%	7%	2%
IL-2 act	-1.9	0.7	-0.3	-1.1	-1.6	-2.1
Abeta yeast res	-5%	3%	12%	11%	-1%[9.22 µM]	-3%

19) COc1ccc(S(=O)(=O)N2CCCC(C(=O)N3CCOCC3)C2)cc1OC (stereo not drawn)
20) COc1cc(NC(=O)Nc2nc(C(N)Cc3ccc(C(F)(F)F)cc3)cs2)cc(OC)c1OC (stereo not drawn)
21) Cc1nc(C)n(CCNS(=O)(=O)c2ccc(C)c(C)c2)n1
22) O=C1Cc2cc(NS(=O)(=O)c3ccc(Cl)cc3)cc3c2N1CCC3
23) CN(Cc1ccccc1)C(=O)COc1ccccc1
24) CCCCOC(=O)C1C2C=C[C@]3(CN(CCCOC)C(=O)[C@H]13)O2 (stereo partly drawn)
assay / compound	19	20	21	22	23	24
FUS suppressor	-25%	u	20%	31%	10%	0%
EPAC1 antag	-4%	0%	10%	6%	4%	10%
PI5P4K alpha inh	0	u	0	0	2	-2
EPAC1 ag	-1%	-27%	8%	1%	-8%	6%
WRN inhibitor	-2%[57.1 µM]	-14%	4%	-1%	2%	-1%
PLK1 PBD inh	3%	-2%	-3%	-3%	0%	-1%
aSyn yeast inh	2%	-36%[inhibitor]	1%	1%	2%	3%
IL-2 act	0.0	-0.1	-0.2	-1.6	-1.2	-0.2
Abeta yeast res	-4%	7%	-4%	0%	-7%	-6%

25) CC(C)(O)C#Cc1ccc(C(=O)NCCc2ccc(S(N)(=O)=O)cc2)cc1
26) O=c1cc(CO)oc2ccccc12
27) CCN(C(=O)COC(=O)/C=C/c1ccc(OC)c(OC)c1)c1c(N)n(Cc2ccccc2)c(=O)[nH]c1=O
28) CCc1ccc2c(c1)cc(C)c1nnc(SCC(=O)Nc3cc(OC)c(OC)cc3C(=O)O)n12
29) COc1cc([N+](=O)[O-])c2ncsc2c1
30) Cc1cc(C#N)c(SCC(N)=O)nc1-c1ccc(F)cc1
assay / compound	25	26	27	28	29	30
FUS suppressor	4%	-27%	6%	10%	22%	1%
EPAC1 antag	10%	12%	-9%	5%	-12%	-13%
PI5P4K alpha inh	3	0	2	9	0	u
EPAC1 ag	-5%	-15%	-19%	10%	-5%	11%
WRN inhibitor	4%	1%	9%	-8%	-5%	-11%
PLK1 PBD inh	-3%	-1%	1%	1%	-14%	u
aSyn yeast inh	8%	-7%	-5%	3%	0%	0%
IL-2 act	-2.3	-0.4	1.0	-0.2	-3.7	-2.3
Abeta yeast res	-23%	-12%	0%	-9%	-2%	-9%

31) CC(C)(C)CC(C)(C)NC(=S)NC1CCN(Cc2ccccc2)CC1
32) O=C(CC1SC2=NCCN2C1=O)Nc1ccccc1 (stereo not drawn)
33) Nc1nonc1-n1nnc(C(=O)N/N=C/c2ccc3c(c2)OCO3)c1CSc1ccccc1
34) Cc1ccc(C(=O)n2c(-c3ccccc3)cnc2SCC(=O)Nc2ccccc2)cc1
35) CC(C)(C)S(=O)(=O)N1Cc2ccc(CO)cc2[C@@H]1CCO
36) CC(C)(C)n1nnnc1C(c1cccs1)N1CCN(Cc2ccc3c(c2)OCO3)CC1 (stereo not drawn)
assay / compound	31	32	33	34	35	36
FUS suppressor	x	1%	-16%	9%	-15%	-3%
EPAC1 antag	-8%	-12%	-27%	-3%	7%	-7%
PI5P4K alpha inh	-3	x	1	10	-5	0
EPAC1 ag	-14%	0%	11%	7%	-13%	3%
WRN inhibitor	-8%	2%	5%	-11%	4%	2%
PLK1 PBD inh	-1%	-9%	-8%	3%&-3%	-2%	-17%
aSyn yeast inh	11%	3%	-1%	1%	7%	5%
IL-2 act	-5.0	-1.2	-0.9	0.3	0.2	1.8
Abeta yeast res	4%	-10%	10%	-9%	0%	23%

37) CCOC(=O)CSc1nc2ccccc2c(=O)n1CCC(=O)NCCc1ccc(OC)c(OC)c1
38) Oc1ccc(/C=N/Nc2ncnc3c2ncn3Cc2ccccc2)cc1O
39) CCOc1ccc(-c2noc(CCC(N)=O)n2)cc1OCC
40) Cc1ccc(S(=O)(=O)N2CCCCC2)cc1NC(=O)Cn1c(=O)cnc2ccccc21
assay / compound	37	38	39	40
FUS suppressor	8%	u	1%	-4%
EPAC1 antag	3%	u	-1%	4%
PI5P4K alpha inh	x	u	-4	-1
EPAC1 ag	-2%	-5%	-3%	16%
WRN inhibitor	6%	u	1%	-28%[57.1 µM]
PLK1 PBD inh	1%	-12%	-2%	-3%
aSyn yeast inh	3%	-13%	3%	-9%
IL-2 act	0.0	-1.0	1.5	-1.8
Abeta yeast res	20%	-17%	16%	-9%
